PhoP inhibition – PhoP-dependent GFP reporter repression – Salmonella Typhimurium, primary screen (AID 1863) | 300,000 tested, 0.16% active | S. Typhimurium PhoP-regulated promoter GFP reporter, 4 h; higher % means a stronger effect | one-dose inhibition, % at 50 µM; IC50 in µM for titrated hits;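 active means inhibition over 29.93%, a cutoff 3 SD above the screen mean, later confirmed by dose response; inconclusive means inhibition over 29.93% but no dose response follow-up; inactive means inhibition at most 29.93% or unconfirmed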;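 further: 0% = low Mg2+ inducing control and 100% = high Mg2+ repressing control; strong numbers were not always called active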
Rac1 GTP hydrolysis – MgcRacGAP GTPase-activating activity inhibitors, confirmation, biochemical, ADP Hunter fluorescence; 340,000 tested, 0.6% active; inhibition, % at 30 µM, or IC50 in µM where a hit was titrated; MgcRacGAP-stimulated Rac1 GTP hydrolysis, ADP Hunter fluorescence; higher % means a stronger effect; GST-tagged Rac1 F28L mutant substrate;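 active means first-screen hits whose inhibition reached a set limit at any dose in the follow-up dose series; inconclusive means inhibition above the set first-screen limit but never retested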;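 further: fluorescence reports GDP produced by GAP-driven GTP hydrolysis; strong numbers were not always called active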
HIV peptide binding – inhibitors of HIV fusion peptide binding, primary screen, biochemical, uHTS, fluorescence dequenching (AID 1986); cell-free peptide binding, fluorescence dequenching, 30 min; higher % means a stronger effect; 290,000 tested, 0.3% active; inhibition, % at 20 µM; hits with a dose series show IC50 in µM; in the data active means inhibition mostly above about 52%, no sharp cut-off; inactive means mostly below about 76%; further: some results filed as inactive read as strong as hits
GPR55 LPI antagonism – GPR55 antagonists blocking LPI-driven arrestin recruitment, primary screen, imaging, U2OS, beta-arrestin-GFP, LPI agonist (AID 2013) | U2OS GPR55 beta-arrestin-GFP translocation imaging, LPI antagonism; higher % means a stronger effect | inhibition, % at 10 µM; hits with a dose series show IC50 in µM | 290,000 tested, 0.13% active;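 active means spots per cell inhibited over 60%, with over 100 cells counted and total cytoplasm intensity under 500,000; inconclusive means wells with under 100 cells, flagged as likely toxic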;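 further: U2OS cells stably carrying GPR55 and arrestin-GFP stimulated by 5 µM LPI near EC80; imaged beta-arrestin-GFP aggregate spots per cell after agonist stimulation; plate controls were LPI-stimulated DMSO wells for no effect and DMSO wells without LPI for full effect; some results filed as inactive read as strong as hits; confirmed hits need IC50 under 10 µM and bright autofluorescent wells are also inconclusive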
GPR35 arrestin U2OS – GPR35 antagonists blocking zaprinast-driven arrestin recruitment, primary screen, imaging, U2OS, beta-arrestin-GFP, zaprinast agonist (AID 2058); U2OS GPR35 beta-arrestin-GFP translocation imaging, zaprinast antagonism; higher % means a stronger effect; one-dose inhibition, % at 10 µM; IC50 in µM for titrated hits; 290,000 tested, 0.052% active;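 active means inhibition of at least 50% with at least 30 cells and total cytoplasm GFP at most 10,000,000; inconclusive means under 30 cells or total GFP of 10,000,000 plus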
NS5 inhibitors – flavivirus cap methylation enzyme inhibition – biochemical, confirmation dose response, primary screen (AID 588689). 340,000 tested, 0.3% active. inhibition, % at 25 µM; hits with a dose series show IC50 in µM. Dengue-2 NS5 methyltransferase capping enzyme assay, biochemical; higher % means a stronger effect; in the data active means a potency from the dose series; inconclusive means inhibition above about 29% without an active follow-up result
RSV CPE inhibition – RSV antiviral activity via CPE protection, HEp-2 cells, primary 10 µM value included (AID 2391) | HEp-2 cells, RSV-induced CPE inhibition; higher % means a stronger effect | CPE inhibition, % at 10 µM; hits with a dose series show IC50 in µM | 310,000 tested, 0.13% active; in the data active means a potency from the dose series; inconclusive means CPE inhibition mostly from about 23% at the one dose, without a potency; inactive means the rest, 99 in 100 with CPE inhibition below about 21%; further: strong numbers were not always called active
SV40 large T antigen – TAg ATPase/helicase activity blockers – biochemical (AID 1903); SV40 large T antigen ATPase/helicase inhibition assay; higher % means a stronger effect; one-dose inhibition, % at 20 µM; IC50 in µM for titrated hits; 310,000 tested, 0.39% active; in the data active means a potency from the dose series; inconclusive means inhibition mostly from about 32% at the one dose, without a potency; inactive means the rest, 99 in 100 with inhibition below about 32%; further: strong numbers were not always called active
K1F lysis inhibition – protection from phage-mediated lysis, alamar blue read-out – E. coli UTI89, K1F phage, bacterial capsule biogenesis inhibitors (AID 488966) | E. coli UTI89 K1F phage lysis, alamar blue, 2 h; higher % means a stronger effect | inhibition, % at 100 µM, or IC50 in µM where a hit was titrated | 340,000 tested, 0.02% active;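 active means phage lysis inhibition, versus mean bacterial control, above a set limit; inconclusive means no clear call, values can overlap the other calls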;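 further: capsule biogenesis inhibitors block K1F phage lysis so surviving cells raise fluorescence; higher fluorescence means more inhibition of phage lysis; actives were called in the ten point dose series up to 300 µM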
NS5 inhibitors pilot replicate – also measured in NS5 inhibitors; calls as there; inhibition, %; measured here: pilot screen replicate inhibition
* = called active by the depositor; ? = inconclusive; nt = no result given; [ ] = remark or other dose.

SMILES | PhoP inhibition | Rac1 GTP hydrolysis | HIV peptide binding | GPR55 LPI antagonism | GPR35 arrestin U2OS | NS5 inhibitors | RSV CPE inhibition | SV40 large T antigen | K1F lysis inhibition | others
Cc1cc2c(ncn2C)c(NS(=O)(=O)c2ccc(F)cc2)c1C | 4% | 10% | -1.7% | -4% | -10% | -3% | 1.5% | -1% | 0.1%
COc1cc(-c2nc(C(=O)NCC3CCCO3)cc3c2[nH]c2ccccc23)cc(OC)c1OC (configuration not stated) | -14% | 0% | 0.6% | -12% | -1% | -7% | 0.4% | 9% | -0.8%
COc1ccc(C(=O)Nc2ccc(S(=O)(=O)N3CCCC3)cc2)cc1 | 22% | 7% | -1.8% | -1% | -16% | -1% | 1.9% | 1% | -1.1%
Nc1c(C(=O)Nc2ccc3c(c2)OCCO3)nnn1Cc1cccc(Cl)c1 | 4% | 7% | nt | nt | nt | 1% | 1.9% | 4% | 1.6%[50 µM]
CCS(=O)(=O)N1CCC(C(=O)NCCCN2CCN(c3ccccc3F)CC2)CC1 | -11% | 7% | -1.9% | 8% | -10% | -7% | 2.2% | -3% | 0.2%
O=C(CSc1nnc(COc2ccc(Cl)cc2)o1)N1c2ccccc2CCc2ccccc21 | 3% | 11% | -1.8% | 24% | 2% | 1% | 9.8% | 8% | -0.1%
Cc1ccc2c(c1)NC(=O)C(N1CCOCC1)(C(F)(F)F)O2 (configuration not stated) | 13% | 5% | 33% | -10% | 8% | -6% | 1.5% | 2% | -1.5%
Cc1cccc(/C(N)=N/OC(=O)COc2ccccc2Cl)c1 | -15% | 5% | 0.1% | -5% | 6% | -6% | 3.9% | 3% | 1.8%
NC(=S)N/N=C/c1cccc(/C=N/NC(N)=S)c1 | -2% | 2% | 1.0% | -1% | 3% | -14% | 1.1% | 11% | 0.0%
Cc1ccccc1C(=O)NCCNC(=O)c1ccccn1 | 2% | 6% | 1.9% | -12% | 5% | 5% | 1.4% | 4% | 0.5%
CC(C)COc1ccc(C(=O)OCCN2CCOCC2)cc1 | 2% | 5% | -2.4% | -4% | -2% | -11% | nt | -3% | 0.6%
CCC(Cc1ccccc1)NC(=O)/C=C/c1ccco1 (configuration not stated) | -7% | 20% | 3.3% | -2% | -14% | nt | 1.4% | 18% | 2.3%
OCCN(Cc1ccccc1)Cc1ccccc1F | 21% | 18% | 1.2% | 4% | 8% | 6% | -0.1% | -3% | 1.2%
CC(=O)SC(C)CC(=O)NCc1ccccc1 (configuration not stated) | 6% | 5% | 0.1% | -2% | 0% | 3% | 0.3% | 15% | 2.8%
O=C(NCCN1CCCC1)c1ccc(Br)cc1 | -8% | 6% | 2.0% | 6% | 2% | -4% | -0.2% | 10% | -0.7%
CC(=O)Cn1c(CN2CC(C)CC(C)C2)nc2c1c(=O)n(C)c(=O)n2C (configuration not stated) | -3% | 4% | -0.7% | 3% | 9% | -1% | 0.1% | 2% | 0.6%
Cc1ccc(N(CC(=O)NCCSc2ccccn2)S(=O)(=O)c2ccc(F)cc2)cc1 | 0% | 8% | -0.5% | 8% | 6% | -1% | -1.0% | 22% | -0.5%
CC(=O)Nc1cccc(NC(=O)CSc2ncc(C(=O)Nc3ccccc3)c(=O)n2C)c1 | -5% | 7% | nt | nt | nt | -6% | 3.3% | 20% | 1.0%[50 µM]
O=C1CCCc2oc3c(c21)CCCC3 | 2% | -5% | 2.9% | 11% | -3% | 1% | 0.6% | 6% | 0.2%
CS(=O)(=O)N(C(=O)NC(=O)NC1CCS(=O)(=O)C1)C1CCCCC1 (configuration not stated) | -8% | 2% | 5.3% | 4% | 2% | -3% | 2.9% | 19% | 3.7%
CCn1c(SCC(=O)Nc2nc(C)c(C)s2)nnc1-c1ccco1 | -6% | 7% | 1.1% | 17% | 3% | -18% | 0.1% | -1% | 3.0%
CCN1CCN(c2nc(-c3cccs3)nc3ccccc23)CC1 | 6% | 11% | -0.1% | 0% | 25% | -2% | -0.5% | 5% | 3.0%[50 µM]
Nc1nc(-n2cnnc2)nn1-c1ccccc1 | 6% | 3% | 0.0% | 9% | -12% | 1% | 0.5% | nt | 3.7%
CCn1c(NCc2ccccc2Cl)nc2ccccc21 | 5% | 11% | -1.2% | -13% | -11% | -8% | 5.7% | 5% | 0.6%
Cc1ccccc1C(=O)c1cccn1CC(=O)O | 0% | 8% | -2.0% | 14% | 1% | 1% | 3.6% | -8% | 0.6%
Cc1noc(C(=O)Nc2cccnc2Cl)c1Cl | 4% | 8% | 0.1% | 1% | -12% | -5% | 0.9% | 4% | 2.0%[50 µM]
COc1ccc(OC)c(NC(=O)CCCNC(=O)c2ccc(Cl)cc2)c1 | -4% | nt | -0.5% | 6% | -1% | -6% | -0.7% | 3% | 0.0%
CSc1ccccc1NC(=S)Nc1cccc(C(F)(F)F)c1 | -1% | 4% | 0.1% | -1% | -6% | -15% | 2.1% | 2% | 0.1%
CCOC(=O)N1CCN(C(=O)/C(=C\c2cccs2)NC(=O)c2cccs2)CC1 | -7% | 3% | 0.0% | -3% | -14% | -4% | 1.1% | -1% | 0.1%
CC(=O)CSc1nnc(C(F)(F)F)n1C | -3% | 2% | 0.4% | 12% | -1% | 4% | 0.9% | 7% | -0.4%
COC(=O)c1ccc(CSc2nc(C(F)F)cc(C)c2C#N)o1 | nt | 7% | nt | nt | nt | 2% | nt | 4% | 0.6%
O=C(Cn1c(C(F)(F)F)nc2ccccc21)c1ccc(Cl)cc1 | 0% | 4% | 2.0% | 10% | 13% | 3% | -0.3% | 4% | 0.7%
Cc1cc(OCC(=O)NCc2cccnc2)c2c(C)c(C)c(=O)oc2c1 | 1% | 7% | -1.3% | 15% | -23% | -4% | 0.6% | 15% | 0.3%
CC(C)(C)c1ccc(CN(Cc2ccco2)Cc2nnnn2C2CCCC2)cc1 | -9% | 13% | 2.7% | 19% | 1% | -4% | 1.2% | 13% | -0.5%
c1coc(-c2ccnc3nc(-n4cccc4)nn23)c1 | -8% | 2% | 0.4% | -1% | -10% | -12% | 2.3% | 12% | 4.7%
N#Cc1c(NC(=S)NC(=O)c2ccccc2)sc2c1CCCC2 | -12% | 9% | 0.9% | -3% | 5% | -4% | 0.7% | 7% | 3.3%
CC(=O)Nc1nc(C(F)(F)F)cs1 | 4% | 5% | 0.9% | -17% | 10% | -8% | 1.3% | -2% | 1.4%[50 µM]
COc1ccc(C(=O)CC(=O)C(=O)Nc2ccc(C)c(Cl)c2)cc1 | 4% | 19% | 0.7% | 1% | 12% | 3% | 2.5% | -1% | 0.3%
COC(=O)NC1CSCC1OC(=O)CCN1C(=O)c2ccccc2C1=O (configuration not stated) | -9% | 7% | 3.0% | 5% | -4% | -5% | 1.2% | -8% | -0.7%
COc1ccc(Cc2nnc(SCc3nc4ccccc4c(=O)[nH]3)n2C)cc1 | -14% | -3% | 0.7% | 13% | -11% | -10% | 0.7% | 13% | 0.2%
CC(C)CN(C(=O)c1cccc(S(=O)(=O)N2CCCCC2)c1)C1CCS(=O)(=O)C1 (configuration not stated) | 8% | -17% | -1.4% | -1% | -8% | 2% | -1.0% | -7% | -0.1%
CCOC(=O)c1cc2c(=O)n3ccccc3nc2n(C)c1=NC(=O)c1c(-c2c(F)cccc2Cl)noc1C | nt | 10% | nt | nt | nt | 4% | 15% | 10% | 0.1%
CCC(C)c1ccccc1NC(=O)COC(=O)c1ccc(C)c(NC(=O)c2ccco2)c1 (configuration not stated) | -9% | 3% | -1.6% | -15% | 10% | -8% | 2.8% | 8% | 0.6% | NS5 inhibitors pilot replicate=-5.2
CC(C)c1ccc(OCCCCN2CCCCC2)cc1 | 3% | nt | 0.9% | 10% | 12% | -10% | -0.1% | 20% | 0.1%
Nc1ccccc1S(=O)(=O)C(F)F | -1% | -5% | -1.2% | -4% | 2% | 4% | nt | 5% | -1.2%
CC1(c2ccccc2Cl)NC(=O)N(CC(=O)Nc2ccc3c(c2)OCO3)C1=O (configuration not stated) | 8% | 11% | -2.1% | 14% | -9% | -3% | 0.4% | 7% | -0.3%
CCOC(=O)c1c(C)[nH]c(C)c1C(=O)COC(=O)[C@@H](NC(=O)c1ccccc1OCC)C(C)C | 7% | 6% | -1.4% | 3% | -7% | -2% | 6.2% | 3% | 6.1%
COc1ccc(CCNC(=O)C2CCN(C(=O)c3ccccc3)CC2)cc1 | -1% | nt | 1.4% | 16% | 9% | nt | 0.6% | 8% | nt
CCCNC(=O)C1CCN(S(=O)(=O)c2ccc3nc4c(c(C(=O)O)c3c2)CCCCC4)CC1 | 2% | 7% | 2.2% | 1% | 29% | -3% | 0.7% | 1% | -1.1%
O=C(CCN1C(=O)C2C3C=CC(C3)C2C1=O)N1CCN(c2ccccc2F)CC1 (configuration not stated) | 3% | 6% | 1.0% | 3% | -5% | -3% | 1.1% | 14% | 0.1%
Cc1c(Oc2ccc(C(F)(F)F)cc2[N+](=O)[O-])ccc2c3c(c(=O)oc12)CCC3 | -10% | 7% | 0.9% | 18% | 1% | 0% | 1.6% | 14% | 4.7%
Cn1nnnc1SCc1cn2cccnc2n1 | 9% | 14% | -0.6% | -4% | 3% | 1% | 0.2% | 5% | 0.5%
COc1ccc(-n2c(/C=C3\C(=O)N(C)c4ccccc43)nc3ccccc3c2=O)cc1 | 4% | 9% | -0.9% | 15% | 11% | -1% | 2.1% | 1% | 1.4%
Cc1noc(C(=O)NCc2cccnc2)c1Cl | -7% | 12% | -2.7% | 4% | 4% | 1% | -0.5% | -1% | -0.6%
CCOC(=O)Nc1ccc(Cc2ccncc2)cc1 | -8% | 3% | 1.8% | 9% | 5% | -4% | 6.2% | -1% | 1.8%
COc1ccc(-c2cc(C3CCN(C(=O)OC(C)(C)C)CC3)[nH]n2)cc1 | 7% | 3% | -1.6% | 7% | 1% | -4% | ? | 22% | -0.2%
CC(C)(O)C#Cc1ncc(C(F)(F)F)cc1Cl | 4% | 1% | -1.3% | 10% | 6% | 4% | 2.0% | 1% | 0.2%
